Source: PubChem (The Scripps Research Institute Molecular Screening Center)
M1 antag: blocks human M1 muscarinic receptor | AID 588852 | 360,000 tested, 1.3% active | CHO-K1 hM1, Fluo-8 calcium fluorescence, ACh EC80 antagonist | inhibition, % at 3 µM | P11229;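 active means percent inhibition above its own plate's cutoff, namely the mean of that plate's compound wells plus 3 SD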;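 further: peak over basal fluorescence ratio during 140 s after agonist addition; 0% = ACh EC80 plus DMSO and 100% = DMSO alone without agonist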
Target sequence (P11229 whole entry, looked up): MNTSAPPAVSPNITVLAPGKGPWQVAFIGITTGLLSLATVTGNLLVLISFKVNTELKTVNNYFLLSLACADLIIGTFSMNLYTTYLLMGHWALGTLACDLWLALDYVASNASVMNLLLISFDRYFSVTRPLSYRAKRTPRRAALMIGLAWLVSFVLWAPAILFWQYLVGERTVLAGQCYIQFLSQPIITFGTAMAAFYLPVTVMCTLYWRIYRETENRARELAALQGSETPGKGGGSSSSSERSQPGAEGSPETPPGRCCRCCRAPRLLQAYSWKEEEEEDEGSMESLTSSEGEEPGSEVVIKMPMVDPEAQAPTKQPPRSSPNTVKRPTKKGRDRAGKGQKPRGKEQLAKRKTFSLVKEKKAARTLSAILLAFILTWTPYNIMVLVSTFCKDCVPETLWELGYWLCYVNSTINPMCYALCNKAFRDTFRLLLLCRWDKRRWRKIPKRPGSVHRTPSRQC
CHRM5 PAM: CHRM5 positive allosteric modulation | 360,000 tested, 0.3% active | AID 624038 | activation, % at 3 µM | CHO-K1 hM5, Fluo-8 calcium, ACh EC20 PAM; 0% = ACh EC20, 100% = ACh EC100 | P08912;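 active means activation above the run cutoff, the mean activation of all test compounds plus 3 SD, cut at about 18% in these data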
Target sequence (P08912 whole entry, looked up): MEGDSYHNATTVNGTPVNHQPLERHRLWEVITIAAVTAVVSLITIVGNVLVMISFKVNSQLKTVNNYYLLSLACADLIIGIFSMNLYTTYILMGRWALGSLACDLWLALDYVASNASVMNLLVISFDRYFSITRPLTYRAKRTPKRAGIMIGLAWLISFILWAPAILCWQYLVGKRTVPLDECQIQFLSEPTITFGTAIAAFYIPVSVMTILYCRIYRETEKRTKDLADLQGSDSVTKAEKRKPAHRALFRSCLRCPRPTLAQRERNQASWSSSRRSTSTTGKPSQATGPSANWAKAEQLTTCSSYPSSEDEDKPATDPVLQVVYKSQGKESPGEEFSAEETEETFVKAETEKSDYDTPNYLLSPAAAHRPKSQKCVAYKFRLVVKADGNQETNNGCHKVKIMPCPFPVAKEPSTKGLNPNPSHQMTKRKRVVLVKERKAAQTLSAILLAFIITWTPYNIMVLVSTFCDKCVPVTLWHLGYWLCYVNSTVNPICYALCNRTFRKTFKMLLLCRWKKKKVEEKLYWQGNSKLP
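system = human M5 receptor in CHO-K1 cells | compound = one concentration, 3 µM final (nominal) | schedule = Post-acetylcholine fluorescence recording 140 s | signal = Fluo-8 calcium dye fluorescence, kinetic read | benchmarks = low control EC20 acetylcholine (0%), high control EC100 acetylcholine (100%) | repeats = singlicate, one well per test compound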
M5 antag: antagonists of human muscarinic M5 receptor (CHRM5); AID 624040; P08912; CHO-hM5 cells, Fluo-8 calcium fluorescence, ACh EC80; inhibition, % at 3 µM; 360,000 tested, 0.59% active;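 active means inhibition above a per-plate cutoff, the mean of that plate's test compounds plus 3 SD, cut at about 27% in these data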;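 further: 0% = acetylcholine EC80 with DMSO and 100% = DMSO without agonist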
CHRM4 antagonist: blocks acetylcholine activation of human M4 receptor; CHO-hM4 cells, ACh EC80, Fluo-8 calcium fluorescence; inhibition, % at 3 µM; 360,000 tested, 0.73% active;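 active means inhibition above its plate's cutoff, the mean inhibition of sample wells plus 3 SD, cut at about 27% in these data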;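 further: 0% = acetylcholine EC80 with DMSO and 100% = DMSO without agonist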
CHRM1 PAM: positive allosteric modulators of human M1 muscarinic receptor | P11229 | CHO-K1 hM1, Fluo-8 calcium fluorescence, ACh EC20; 0% = ACh EC20, 100% = maximal ACh | activation, % at 3 µM | 360,000 tested, 0.088% active | AID 588819; in the data active means activation above about 19%, passing the limit was not always enough
CHRM5 agonist: agonists of human muscarinic M5 receptor (CHRM5); P08912; CHO-K1 hM5 cells, Fluo-8 calcium fluorescence; 0% DMSO wells, 100% maximal acetylcholine response; activation, % at 3 µM; 360,000 tested, 0.19% active; AID 624037;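 active means activation above the run's mean over test compounds plus 3 SD, cut at about 23% in these data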;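 further: signal is peak over basal fluorescence ratio across the kinetic read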
M1 ag: activates human CHRM1 receptor; P11229; CHO-K1 hM1, Fluo-8 calcium fluorescence, agonist mode; 0% DMSO, 100% acetylcholine EC100; activation, % at 3 µM; 360,000 tested, 0.33% active; AID 588814;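 active means activation above the run's mean compound activation plus 3 SD, cut at about 16% in these data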;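 further: peak over basal fluorescence ratio within a 140 s kinetic read after compound addition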
CHRM4 agonist: CHRM4 agonism in calcium assay; P08173; CHO-K1 hM4/Gqi5, Fluo-8 calcium fluorescence; vehicle 0%, full acetylcholine response 100%; 360,000 tested, 0.14% active; AID 624127; activation, % at 3 µM;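 active means activation above the run mean over all test wells plus 3 SD, cut at about 32% in these data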;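 further: peak over basal fluorescence ratio per well then scaled between controls; 0% = DMSO wells and 100% = acetylcholine at EC100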
TAAR1 agonist: agonists of human TAAR1; AID 624467; 360,000 tested, 0.99% active; activation, % at 3 µM; CHO RD-HGA16 TAAR1, Fluo-8 calcium fluorescence; vehicle wells 0%, saturating PEA agonist 100%;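 active means activation above the mean activation of all test compounds in the run plus 3 SD, cut at about 38% in these data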
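System: CHO RD-HGA16 cells carrying human TAAR1 plus Gα16; Incubation: 17-24 h seeding, 75 min 37 °C dye, 30 min RT; Measured by: Fluo-8 fluorescence, 5 s baseline then 140 s kinetic read; Control set: DMSO and PEA EC100; Replication: single well for each compound.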
* marks the source's active call; other numbers are inactive results. This is a subset (hit frequency here may not be typical).

For COc1ccc(NC(=O)C/C(C)=N/NC(=O)c2cccs2)c([N+](=O)[O-])c1 the results were M1 antag -28, CHRM5 PAM 8, M5 antag 0, CHRM4 antagonist -11, CHRM1 PAM 26, CHRM5 agonist -2, M1 ag 1, CHRM4 agonist 0 and TAAR1 agonist 3.
For CCCN(CC(=O)Nc1ccccc1C)C(=O)c1cccc(-n2cnnn2)c1 the results were M1 antag -10, CHRM5 PAM 5, M5 antag -8, CHRM4 antagonist -13, CHRM1 PAM 11, CHRM5 agonist -3, M1 ag -3, CHRM4 agonist 1 and TAAR1 agonist 0.
Screening COC(=O)[C@@]12CCCCN1[C@H](c1ccc(-c3cc(C(C)=O)cs3)c(OC)c1)[C@H]1C(=O)N(C)C(=O)[C@H]12 returned M1 antag -6, CHRM5 PAM -1, M5 antag 12, CHRM4 antagonist 10, CHRM1 PAM 4, CHRM5 agonist 0, M1 ag -6, CHRM4 agonist 1 and TAAR1 agonist 4.
CCc1ccc2[nH]c(=O)c(CN(CCN(CC)CC)C(=O)Nc3ccccc3OC)cc2c1 was read as M1 antag -11, CHRM5 PAM 3, M5 antag -3, CHRM4 antagonist 2, CHRM1 PAM 9, CHRM5 agonist -3, M1 ag -5, CHRM4 agonist 1 and TAAR1 agonist 8.
For Cc1nnc(SCC(=O)NCCN2C(=O)CSC2=O)s1 the results were M1 antag -16, CHRM5 PAM -4, M5 antag -2, CHRM4 antagonist 6, CHRM1 PAM 13, CHRM5 agonist 1, M1 ag -1, CHRM4 agonist 0 and TAAR1 agonist 0.
For Cc1ccccc1NC(=O)C1CCCN(C(=O)NCc2ccccc2)C1 (stereo unspecified) the results were M1 antag -5, CHRM5 PAM 3, M5 antag 12, CHRM4 antagonist 1, CHRM1 PAM 6, CHRM5 agonist -3, M1 ag -6, CHRM4 agonist 0 and TAAR1 agonist 5.
`CCOC(=O)C1CC2CC(C1)CN(C(=O)C1CCCCC1)C2` (stereo unspecified) gave M1 antag -9, CHRM5 PAM 0, M5 antag 10, CHRM4 antagonist -3, CHRM1 PAM 7, CHRM5 agonist -3, M1 ag -4, CHRM4 agonist 3 and TAAR1 agonist 10.
COc1cccc(NC(=O)/C=C/c2ccc(S(=O)(=O)N3CCOCC3)cc2)c1 was read as M1 antag -4, CHRM5 PAM 2, M5 antag -6, CHRM4 antagonist -11, CHRM1 PAM 13, CHRM5 agonist 4, M1 ag 0, CHRM4 agonist 11 and TAAR1 agonist 8.
For CCC1CCCCN1S(=O)(=O)c1ccc(NC(=O)C2CCCO2)cc1 (stereo unspecified) the results were M1 antag -17, CHRM5 PAM -1, M5 antag 10, CHRM4 antagonist 0, CHRM1 PAM 17, CHRM5 agonist -5, M1 ag -1, CHRM4 agonist 2 and TAAR1 agonist 3.
For O=C(COC(=O)/C=C/c1cccc(Cl)c1)NCCc1ccc(Cl)cc1Cl the results were M1 antag -8, CHRM5 PAM 1, M5 antag -4, CHRM4 antagonist -1, CHRM1 PAM 7, CHRM5 agonist -2, M1 ag -2, CHRM4 agonist 0 and TAAR1 agonist 4.
CCOc1ccc(NC(=O)C2CCCN(C)C2)cc1 (stereo unspecified) was read as M1 antag -26, CHRM5 PAM 4, M5 antag 4, CHRM4 antagonist -4, CHRM1 PAM 17, CHRM5 agonist -8, M1 ag -5, CHRM4 agonist 2 and TAAR1 agonist 2.
Cc1ccc(N(CCC#N)C(=O)CSc2nc3ccccc3c(=O)[nH]2)cc1 was read as M1 antag -6, CHRM5 PAM 1, M5 antag 2, CHRM4 antagonist -2, CHRM1 PAM 2, CHRM5 agonist 4, M1 ag -3, CHRM4 agonist -1 and TAAR1 agonist -3.
Screening CS(=O)(=O)N1N=C(c2ccco2)CC1c1ccccc1 (stereo unspecified) returned M1 antag -12, CHRM5 PAM 1, M5 antag 3, CHRM4 antagonist 0, CHRM1 PAM 21, CHRM5 agonist -3, M1 ag -7, CHRM4 agonist 1 and TAAR1 agonist 0.
CCOC(=O)Nc1ccccc1N1C(=O)c2ccccc2C1=O was read as M1 antag -10, CHRM5 PAM 10, M5 antag -5, CHRM4 antagonist -3, CHRM1 PAM 13, CHRM5 agonist -4, M1 ag -2, CHRM4 agonist 1 and TAAR1 agonist 0.
`COc1ccccc1CNC(=S)Nc1ccc(S(N)(=O)=O)cc1` gave M1 antag -3, CHRM5 PAM 0, M5 antag 4, CHRM4 antagonist -11, CHRM1 PAM 4, CHRM5 agonist -4, M1 ag -4 and CHRM4 agonist 0.
`CC(Oc1ccc2c(-c3ccccc3)cc(=O)oc2c1)C(=O)N1CCOCC1` (stereo unspecified) gave M1 antag -2, CHRM5 PAM -6, M5 antag 10, CHRM4 antagonist 8, CHRM1 PAM 1, CHRM5 agonist 1, M1 ag -2, CHRM4 agonist 2 and TAAR1 agonist 18.
Screening CCOC(=O)c1ccc(-c2ccc(/C=N/NC(=O)CN(c3ccccc3Br)S(C)(=O)=O)o2)cc1 returned M1 antag -8, CHRM5 PAM -2, M5 antag 5, CHRM4 antagonist -11, CHRM1 PAM 8, CHRM5 agonist 0, M1 ag -8, CHRM4 agonist 1 and TAAR1 agonist 5.
`COc1ccc(-c2cc(C(=O)NCc3ccc(Cl)cc3)no2)cc1OC` gave M1 antag -7, CHRM5 PAM -11, M5 antag 7, CHRM4 antagonist -2, CHRM1 PAM 14, CHRM5 agonist 1, M1 ag 2, CHRM4 agonist -2 and TAAR1 agonist 4.
For Cn1c(=O)c2c(ncn2CC(=O)OCC(=O)Nc2ccc(F)cc2Cl)n(C)c1=O the results were M1 antag -4, CHRM5 PAM -1, M5 antag 12, CHRM4 antagonist 3, CHRM1 PAM -3, CHRM5 agonist 3, M1 ag 2, CHRM4 agonist 4 and TAAR1 agonist 2.
For Cc1ccc(Oc2ccc(NC(=O)CSc3n[nH]c(N)n3)cc2)cc1 the results were M1 antag 4, CHRM5 PAM 1, M5 antag -1, CHRM4 antagonist 8, CHRM1 PAM 1, CHRM5 agonist -2, M1 ag -7, CHRM4 agonist 0 and TAAR1 agonist 5.
`Cc1ccc(C(C)(C)C)c(OCCN2CCCC2)c1` gave M1 antag 67*, CHRM5 PAM -17, M5 antag 14, CHRM4 antagonist 17, CHRM1 PAM -24, CHRM5 agonist -6, M1 ag -10, CHRM4 agonist 2 and TAAR1 agonist 4.
COc1cccc(-n2cnc3sc(C)c(C)c3c2=O)c1 was read as M1 antag -6, CHRM5 PAM -2, M5 antag -1, CHRM4 antagonist -1, CHRM1 PAM 7, CHRM5 agonist -4, M1 ag -6, CHRM4 agonist -2 and TAAR1 agonist 3.
Screening CCOc1ccc(N=C2NN=C(c3cc(C)n(CC4CCCO4)c3C)CS2)cc1 (stereo unspecified) returned M1 antag -3, CHRM5 PAM 5, M5 antag 1, CHRM4 antagonist 4, CHRM1 PAM 7, CHRM5 agonist 1, M1 ag -4, CHRM4 agonist 0 and TAAR1 agonist 1.
Screening Cc1onc(-c2ccccc2)c1C(=O)Nc1ccc(-c2nnc3n2CCCCC3)cc1 returned M1 antag -8, CHRM5 PAM -16, M5 antag -1, CHRM4 antagonist -6, CHRM1 PAM 2, CHRM5 agonist -7, M1 ag -5, CHRM4 agonist 4 and TAAR1 agonist 2.
For Cc1ccc(O)c(-c2cc(C(=O)Nc3ccc(S(=O)(=O)Nc4nc(C)cc(C)n4)cc3)[nH]n2)c1 the results were M1 antag -1, CHRM5 PAM 3, M5 antag 7, CHRM4 antagonist 2, CHRM1 PAM 15, CHRM5 agonist 0, M1 ag -2, CHRM4 agonist 0 and TAAR1 agonist 4.
`COc1cc(C(=O)OCC(=O)Nc2c(C)n(C)n(-c3ccccc3)c2=O)c([N+](=O)[O-])cc1OC` gave M1 antag -6, CHRM5 PAM 4, M5 antag 7, CHRM4 antagonist 12, CHRM1 PAM 9, CHRM5 agonist 2, M1 ag -3, CHRM4 agonist 0 and TAAR1 agonist 0.
For Cc1ccc(C(=O)OCC(=O)N(C)c2c(N)n(Cc3ccccc3)c(=O)[nH]c2=O)s1 the results were M1 antag 1, CHRM5 PAM 0, M5 antag -6, CHRM4 antagonist -7, CHRM1 PAM 3, CHRM5 agonist 1, M1 ag -2, CHRM4 agonist 0 and TAAR1 agonist 4.
CCCN(Cc1nnc(-c2cccs2)o1)C(=O)CN1C(=O)NC2(CCCCC2)C1=O was read as M1 antag 4, CHRM5 PAM -3, M5 antag 9, CHRM4 antagonist 2, CHRM1 PAM 0, CHRM5 agonist 0, M1 ag -5, CHRM4 agonist 0 and TAAR1 agonist -1.
Screening O=c1c2cc(NC(=S)NC3CCCC3)ccc2nc2n1CCCCC2 returned M1 antag 11, CHRM5 PAM 10, M5 antag -2, CHRM4 antagonist -10, CHRM1 PAM -2, CHRM5 agonist 1, M1 ag -9, CHRM4 agonist 3 and TAAR1 agonist 0.
For CCCCC1CC(=O)NC1(C(=O)OCC)C(=O)OCC (stereo unspecified) the results were M1 antag -13, CHRM5 PAM 0, M5 antag 21, CHRM4 antagonist 6, CHRM1 PAM 5, CHRM5 agonist 0, M1 ag 0, CHRM4 agonist 0 and TAAR1 agonist 1.
`CC1=C(C(=O)N(C)C)CC(CC(=O)NCCc2ccccn2)C(=O)N1Cc1ccccc1` (stereo unspecified) gave M1 antag -8, CHRM5 PAM 7, M5 antag -19, CHRM4 antagonist -25, CHRM1 PAM 9, CHRM5 agonist -1, M1 ag -3, CHRM4 agonist 1 and TAAR1 agonist 7.

By substructure: the entries above containing a thiophene ring, fused or not.
For COc1ccc(NC(=O)C/C(C)=N/NC(=O)c2cccs2)c([N+](=O)[O-])c1 the results were M1 antag -28, CHRM5 PAM 8, M5 antag 0, CHRM4 antagonist -11, CHRM1 PAM 26, CHRM5 agonist -2, M1 ag 1, CHRM4 agonist 0 and TAAR1 agonist 3.
Screening COC(=O)[C@@]12CCCCN1[C@H](c1ccc(-c3cc(C(C)=O)cs3)c(OC)c1)[C@H]1C(=O)N(C)C(=O)[C@H]12 returned M1 antag -6, CHRM5 PAM -1, M5 antag 12, CHRM4 antagonist 10, CHRM1 PAM 4, CHRM5 agonist 0, M1 ag -6, CHRM4 agonist 1 and TAAR1 agonist 4.
COc1cccc(-n2cnc3sc(C)c(C)c3c2=O)c1 was read as M1 antag -6, CHRM5 PAM -2, M5 antag -1, CHRM4 antagonist -1, CHRM1 PAM 7, CHRM5 agonist -4, M1 ag -6, CHRM4 agonist -2 and TAAR1 agonist 3.
For Cc1ccc(C(=O)OCC(=O)N(C)c2c(N)n(Cc3ccccc3)c(=O)[nH]c2=O)s1 the results were M1 antag 1, CHRM5 PAM 0, M5 antag -6, CHRM4 antagonist -7, CHRM1 PAM 3, CHRM5 agonist 1, M1 ag -2, CHRM4 agonist 0 and TAAR1 agonist 4.
CCCN(Cc1nnc(-c2cccs2)o1)C(=O)CN1C(=O)NC2(CCCCC2)C1=O was read as M1 antag 4, CHRM5 PAM -3, M5 antag 9, CHRM4 antagonist 2, CHRM1 PAM 0, CHRM5 agonist 0, M1 ag -5, CHRM4 agonist 0 and TAAR1 agonist -1.
